# Screens (PubChem)
# STAT3 inh – STAT3 signaling inhibition; U3A cells, IL-6 STAT3-luciferase reporter, luminescence; host cell line lacks STAT1; inhibition, % at 5.5 µM; hit rate 0.89% among 190,000;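 active = inhibition above the mean inhibition across all screened compounds plus 3 SD, cut at about 44% in these data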;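 note: 0% = DMSO only wells and 100% = 100 µM nifuroxazide control wells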
# FLuc inhib CS – Photinus pyralis luciferase inhibition counter-screen. ATPLite firefly luciferase biochemical luminescence, 10 min. AID 1006. inhibition, % at 10 µM. hit rate 1.5% among 200,000;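 active = inhibition above about 50% when tested at 10 µM, limit read from the data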
# Target sequence (P08659 whole entry, looked up): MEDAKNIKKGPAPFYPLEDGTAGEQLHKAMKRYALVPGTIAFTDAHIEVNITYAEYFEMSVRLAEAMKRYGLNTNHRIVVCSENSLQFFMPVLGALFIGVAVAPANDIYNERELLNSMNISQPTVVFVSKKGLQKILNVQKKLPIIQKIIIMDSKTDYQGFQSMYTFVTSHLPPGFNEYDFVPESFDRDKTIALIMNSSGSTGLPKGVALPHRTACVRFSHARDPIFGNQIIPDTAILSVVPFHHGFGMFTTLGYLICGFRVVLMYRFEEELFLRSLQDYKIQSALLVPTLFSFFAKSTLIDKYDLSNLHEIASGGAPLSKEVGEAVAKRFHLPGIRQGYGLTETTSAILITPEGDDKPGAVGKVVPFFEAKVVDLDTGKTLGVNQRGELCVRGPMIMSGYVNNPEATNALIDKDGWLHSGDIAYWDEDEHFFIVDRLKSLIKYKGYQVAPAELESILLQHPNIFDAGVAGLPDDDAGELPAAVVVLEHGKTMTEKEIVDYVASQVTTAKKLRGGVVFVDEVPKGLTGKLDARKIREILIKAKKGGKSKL
# STAT1 blocker – reduces IFN-gamma driven STAT1 reporter signal | NIH 3T3 STAT1-luciferase reporter, luminescence | inhibition, % at 5.5 µM | hit rate 0.35% among 200,000 | AID 920;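 active = inhibition above a set limit, the mean inhibition across all tested compounds plus 3 SD, cut at about 34% in these data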;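 note: 0% = IFN-gamma with DMSO and 100% = IFN-gamma with 300 µM nifuroxazide; values of inactives mirror those of a sister screen read the other way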
# STAT1 activator – STAT1 signaling activation; AID 932; hit rate 2.6% among 200,000; activation (% of control), % at 5.5 µM; NIH 3T3 STAT1-luciferase reporter, IFN-gamma, luminescence; 100% = IFN-gamma alone, no compound;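 active = activation above the screen-wide mean activation plus 3 SD, cut at about 130% in these data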;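 note: raw ratio to IFN-gamma control signal so 100% means no change and 0% no light; values of inactives mirror those of a sister screen read the other way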
# NF-kB expr up – compounds increasing NF-kB expression in human neuronal cells. AID 1239. fold change at 12.5 µM. NF-kB reporter expression; active compounds read high. hit rate 1.6% among 190,000; in the data active = fold change above about 3.3
# Hsp70 act – switches on Hsp70 transcription. activation, % at 10 µM. AID 1203. hit rate 0.04% among 200,000. HeLa Hsp70 promoter luciferase reporter, luminescence; scaled: vehicle 0, proteasome-inhibitor control 100%;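 active = activation above the mean across all tested compounds plus 3 SD, cutoff set per campaign, cut at about 5.5% in these data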;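 note: 100% = MG132 at 30 µM as the positive control and 0% = DMSO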
# APP 5'UTR act – APP 5'UTR luciferase reporter activation. SH-SY5Y APP 5'UTR luciferase reporter, luminescence; zero percent = DMSO vehicle wells. activation, % at 2 µM. hit rate 1% among 190,000. AID 1276;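 active = activation above a set limit, based on mean plus 3 SD of controls, cut at about 140% in these data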; note: values of inactives mirror those of a sister screen read the other way
# STAT3 activator – activators of IL-6 induced STAT3 signaling; activation (% of control), % at 5.6 µM; U3A cells, IL-6 STAT3-luciferase reporter, luminescence; 100% = signal with IL-6 EC80 alone; hit rate 0.91% among 190,000;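 active = activation above the screen-wide mean of compound activation plus 3 SD, cut at about 130% in these data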;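 note: 0% = background luminescence of wells with medium and substrate only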
#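 Material: STAT3-luciferase reporter U3A cells. Controls: IL-6-treated wells, 100% activation. Read-out: % activation versus median of IL-6-stimulated wells. Probe or stimulus: IL-6 stimulus at 33 ng/mL final. Timing: compound 1 h, then IL-6 6 h at 37 °C. Signal: reporter luminescence signal.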
# RAM network inh – blocks the yeast RAM network; S. cerevisiae dse1pr::URA3 reporter, 5-FOA growth OD615, 2 d; analog-sensitive cbk1-as2 kinase mutant strain; inhibition, % at 50 µM; hit rate 1.8% among 190,000;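 active = inhibition above a set limit, 3 SD over mean compound inhibition, cut at about 8.4% in these data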;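 note: 0% = DMSO-only wells with no growth and 100% = 10 µM 1-NA-PP1 full growth; inhibition rescues growth on 5-FOA so higher OD means more RAM inhibition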
# APP transl inh – APP translation inhibition. SH-SY5Y APP 5'UTR-luciferase reporter, luminescence. inhibition, % at 2 µM. hit rate 0.82% among 190,000;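 active = inhibition above a set limit, derived from the sample mean plus 3 SD, cut at about 45% in these data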; note: values of inactives mirror those of a sister screen read the other way
# The depositor's hits bear a star; nt = no result given. Compounds were not picked by outcome. About 7.7% of those tested had a hit in this group.
SMILES,STAT3 inh,FLuc inhib CS,STAT1 blocker,STAT1 activator,NF-kB expr up,Hsp70 act,APP 5'UTR act,STAT3 activator,RAM network inh,APP transl inh
O=C(Nc1ccc2oc(-c3cccnc3)nc2c1)c1cccnc1,26,2,-2,102,0.73,0.3,6,79,0.9,-6
CCOc1ccc(-n2c(=S)sc3c(=O)[nH]c(SCC(=O)NCc4ccco4)nc32)cc1,1,-3,13,88,0.9,-0.1,4,103,7.7,-4
CC(C)NC(=S)N1CCn2c(nc3ccccc32)C1,6,-3,4,96,1.7,0.0,-8,98,-0.5,8
Cc1onc(-c2c(Cl)cccc2Cl)c1C(N)=S,3,-1,2,97,0.83,-0.3,11,99,-1.2,-11
CCN1C(=O)N(C)C2(c3ccccc3)N(C)C(=O)N(C)C12c1ccccc1 (stereo not drawn),7,-6,0,100,0.97,0.2,-1,98,0.5,1
O=C(NCc1ccc(Cl)cc1)c1cc(=O)nc2sc(-c3ccccc3)nn12,-8,-10,-5,104,1.1,0.1,-15,110,6.9,15
CCN(CC)S(=O)(=O)c1ccc2oc(C(=O)NCCCN3CCOCC3)c(C)c2c1,2,-3,-3,103,0.59,-0.3,2,98,0.5,-2
Cc1cc(C)nc(N2CCCC(CCC(=O)NCc3ccc(F)c(F)c3)C2)n1 (stereo not drawn),0,0,-1,100,0.91,0.3,0,104,-0.8,0
Cc1ccc(SCCNC(=O)/C=C/c2cccc([N+](=O)[O-])c2)cc1,-5,-8,-12,111,1.3,-0.2,-14,107,9.7*,14
COc1ccc(N2C(=O)CC(N(C)CCc3ccc(OC)c(OC)c3)C2=O)cc1 (stereo not drawn),2,1,4,95,1.5,-0.2,-6,100,1.6,6
COc1ccc(S(=O)(=O)N2CCC(C(=O)NCCC3=CCCCC3)CC2)cc1C,7,-2,-1,100,1.1,-0.2,7,96,2.6,-7
CC(=O)OCC(OC(C)=O)C(OC(C)=O)C(OC(C)=O)C(=O)Nc1ccc(C)cc1 (stereo not drawn),7,-3,2,98,1.1,-0.1,0,102,1.1,0
C=CCSC1=N/C(=C\c2sccc2C)C(=O)S1,5,9,-1,101,1.7,-0.1,8,96,9.4*,-8
COc1cccc(OC)c1C(=O)NC(=S)Nc1ccc2oc(=O)ccc2c1,5,-2,-5,105,0.87,-0.2,10,92,1.8,-10
COc1ccc(-n2c(CN3CCN(Cc4ccccc4)CC3)nc3ccc([N+](=O)[O-])cc3c2=O)c(OC)c1,-7,1,-12,111,1,-0.2,-8,106,0.3,8
Cn1c(-c2ccc(Cl)cc2)ccc(C#N)c1=O,5,-6,1,99,1.2,-0.1,0,105,0.3,0
CCN(CC)C(=O)CSc1nsc(SCC(=O)N(CC)CC)c1C#N,7,-6,-2,102,1.2,-0.3,-6,98,2.0,6
COc1cccc(N(C(=O)c2cnccn2)C(C(=O)NC2CCCCC2)c2ccc(Cl)cc2)c1 (stereo not drawn),-6,-7,0,100,0.95,-0.2,-11,109,5.3,10
COC(=O)c1ccc(CSCC(=O)Nc2cc(OC)cc(OC)c2)o1,15,-4,5,96,1.1,-0.2,1,90,-0.2,-1
CCCCC1=NN2CCS(=O)(=O)N=C2S1,4,3,-6,103,0.93,-0.1,-3,100,-0.2,3

# Continued, starting with the last four of the part before.
SMILES,STAT3 inh,FLuc inhib CS,STAT1 blocker,STAT1 activator,NF-kB expr up,Hsp70 act,APP 5'UTR act,STAT3 activator,RAM network inh,APP transl inh
CCN(CC)C(=O)CSc1nsc(SCC(=O)N(CC)CC)c1C#N,7,-6,-2,102,1.2,-0.3,-6,98,2.0,6
COc1cccc(N(C(=O)c2cnccn2)C(C(=O)NC2CCCCC2)c2ccc(Cl)cc2)c1 (stereo not drawn),-6,-7,0,100,0.95,-0.2,-11,109,5.3,10
COC(=O)c1ccc(CSCC(=O)Nc2cc(OC)cc(OC)c2)o1,15,-4,5,96,1.1,-0.2,1,90,-0.2,-1
CCCCC1=NN2CCS(=O)(=O)N=C2S1,4,3,-6,103,0.93,-0.1,-3,100,-0.2,3
CCCC(=O)NCCc1cc2c(C)ccc(C)c2[nH]c1=O,21,-4,0,100,1.1,-0.1,10,87,2.5,-10
O=C(N/N=C/c1ccc2c(c1)OCO2)c1cccs1,14,75*,-84,174*,4.3*,0.0,72,92,1.7,-72
CCC(Sc1ncnc2c1c(-c1ccccc1)cn2-c1ccc(OC)cc1)C(=O)OC (stereo not drawn),-4,-4,0,100,1.2,-0.4,-5,102,0.2,5
COc1ccc(-c2nc(C#N)c(NC(C)c3ccccc3)o2)cc1OC (stereo not drawn),10,-3,-2,102,0.79,0.0,7,96,4.8,-7
CCN(C(=O)CSc1nnnn1-c1ccccc1)C1CCS(=O)(=O)C1 (stereo not drawn),4,-4,4,96,1,-0.2,13,102,0.1,-13
CC(=O)Nc1ccc(NC(=O)C2CCN(C(=O)c3cccs3)CC2)cc1,-2,-9,-6,104,1.1,-0.3,-11,103,1.7,11
CCCCN(C(=O)Cn1nnc2ccccc21)C(C(=O)NCCOC)c1cccs1 (stereo not drawn),5,-5,4,96,1.2,0.2,4,98,0.8,-4
O=S(=O)(N/N=C\C=C\c1ccccc1)c1ccc(Br)cc1,12,-10,-1,98,1,-0.1,-18,97,0.4,18
O=C(CC12CC3CC(CC(C3)C1)C2)NCc1ccncc1,1,0,2,94,1.1,-0.5,nt,100,1.7,nt
O=C(O)/C=C/c1ccccc1Oc1ccc(Cl)cc1Cl,9,-2,1,99,1.1,-0.3,9,96,3.1,-9
CCOc1ccc(CCNC(=O)CCC(=O)Nc2ccc3nc(N4CCN(C)CC4)cc(C)c3c2)cc1OCC,-5,0,4,95,1.4,-0.2,12,113,0.3,-12
O=C(Nc1ccc(C(F)(F)F)cc1)C1(c2ccccc2)CC1,6,-1,-6,105,0.98,-0.3,9,97,0.9,-9
CCOC(=O)N1CCN(C(=O)c2ccc(NS(=O)(=O)c3ccc(F)cc3)cc2)CC1,16,-3,8,91,1.3,-0.1,-7,90,0.3,8
CN(C)S(=O)(=O)N1CCN(C(=O)N2CCCCCC2)CC1,0,-6,9,92,1.1,-0.5,-2,103,0.1,2
CC(=O)NC(CCS(C)(=O)=O)C(=O)N1CCc2ccccc21 (stereo not drawn),-41,-6,-6,106,1.3,0.2,-9,137*,2.3,9
CCSc1nc(-c2ccc(OC)cc2)cc(-c2ccccc2)c1C#N,13,-4,10,91,1,-0.2,7,94,8.0,-7
O=C(CNC(=S)N(Cc1ccc(F)cc1)C1CCCCC1)NC1CC1,4,-7,5,95,0.8,-0.5,6,102,0.8,-6
Cc1ccc(CCNC(=O)CN2CCN(Cc3ccccc3F)C2=O)cc1,3,-4,-8,106,1,-0.4,-17,97,2.4,17
NNC(=O)CCn1c2ccccc2c2ccccc21,2,-4,-4,102,1.1,0.0,-10,103,-1.5,10
Cc1c(C(=O)N2CCOCC2)sc2nc(-c3ccccc3)cn12,8,16,-37,134*,2,0.3,61,98,0.5,-61
O=c1[nH]c(CN2CCN(S(=O)(=O)c3ccc4c(c3)OCCO4)CC2)nc2sc3c(c12)CCCC3,22,-5,6,94,1,-0.4,-18,85,1.9,18
CC(=O)/C=C(\C)NCCNc1c(F)c(F)c(CO)c(F)c1F,-2,-1,-9,107,0.85,-0.4,0,105,2.4,0
Cc1cc(NC(=O)CSc2nnc(-c3ccccc3)c(-c3ccccc3)n2)no1,3,-4,6,94,1.1,-0.3,-63,102,4.8,63*
CCC(=O)NCCc1nc2cc(NC(=O)c3ccc(OC)cc3)ccc2n1C,-2,30,-12,111,1.8,-0.2,61,105,-0.5,-61
O=C(O)Cn1c(SCCOc2ccccc2F)nc2ccccc21,8,-3,-8,108,1,-0.4,16,96,0.9,-16
CCC(C)NC(=O)c1ccccc1NC(=O)c1ccccc1N(C)S(C)(=O)=O (stereo not drawn),-4,-7,0,99,1.2,-0.2,-6,104,0.7,6
C[C@H]1CC[C@@]2(O[C@H](CCO)C[C@@H](O)[C@@H]2O)O1,nt,-1,2,100,1.3,-0.3,-8,nt,1.7,8
CCOC(=O)c1[nH]c2ccc(OC)cc2c1NC(=O)NC(C)C,-2,-3,0,100,1.2,-0.1,-12,105,2.9,12
CC1(CC(=O)N/N=C/c2cc(Br)c(O)cc2O)OCCO1,0,-1,3,98,0.81,-0.1,-2,104,0.3,2
CCN(CC)c1ccc2c(C)c(CN3CCOCC3)c(=O)oc2c1,12,-2,1,99,1,-0.6,4,92,-0.7,-4
Cc1cc([N+](=O)[O-])nn1CC(=O)NCc1nc2ccccc2[nH]1,8,-1,-3,102,1,-0.2,5,96,-0.7,-5
COc1ccccc1-c1nc(-c2ccc(C)nc2OC)no1,10,26,-62,157*,2.5,0.3,46,94,2.7,-46
Cc1cccc(S(=O)(=O)NCCc2ccccc2)c1,2,-3,-10,106,1,0.1,5,103,0.6,-5
Cc1csc(SCC(=O)c2cc(C)n(Cc3cccs3)c2C)n1,79*,89*,40*,75,0.73,-0.5,120,35,8.2,-120
CCOC(=O)C(C)Oc1ccccc1C1NC(=O)NC(C)=C1C(=O)Nc1ccc(C)c(C)c1 (stereo not drawn),0,-2,-3,103,1.2,-0.3,3,104,0.4,-4
COCCNC(=S)N/N=C(\C)c1ccc(C)c([N+](=O)[O-])c1,12,-4,-2,102,0.89,-0.3,4,90,1.6,-4
Cc1ccc(-c2nn(-c3ccccc3)cc2CN(C)C(=O)CCC(=O)O)cc1C,6,8,-6,105,1.1,-0.3,1,97,5.0,-1
O=C(COc1ccc(/C=N/NS(=O)(=O)c2ccccc2)cc1)Nc1ccc(F)cc1,5,-4,1,99,1.1,1.9,16,106,1.2,-16
O=C(Oc1ccc2c(=O)c(Oc3ccc4ccccc4c3)coc2c1)c1ccco1,-6,-5,-5,104,1.3,-0.3,5,106,0.7,-4
CN(CCN1CCOCC1)Cc1nc(-c2ccc3c(c2)OCO3)no1,6,-5,-2,100,1.2,-0.3,-4,99,0.5,4
COc1ccc(NC(=O)CN2CCN(CC(=O)Nc3ccccc3Cl)CC2)cc1,0,-6,-5,105,1.2,-0.2,-1,103,1.4,1
COc1cccc(C(=O)Nc2nc3ccc(S(C)(=O)=O)cc3s2)c1,17,44,-22,119,0.84,-0.3,62,87,2.7,-62
Cc1onc(-c2ccccc2)c1C(=O)Nc1ccc(S(=O)(=O)NC(C)(C)C)cc1,9,-1,7,92,0.84,-0.2,2,98,3.1,-2
O=C(Nc1ccccc1F)c1ccc(CSc2ncccn2)cc1,7,20,-43,138*,3.1,0.1,155*,100,1.6,-155
CC(=O)C(=Nc1ccccc1Cl)NNc1ccc(Cl)cc1,-25,-8,-5,107,1.2,0.2,5,124,5.1,-5
Cn1c(=O)n(-c2cccc(Cl)c2)c(=O)c2c3c(sc21)COC(C)(C)C3,8,-7,-2,102,0.76,-0.3,-5,97,2.3,5
CCOC(=O)C1=C(C)NC2=C(C(=O)CC(C)(C)C2)C1c1cccc(C)n1 (stereo not drawn),-3,5,6,95,0.99,0.1,15,107,0.1,-15
COC(=O)c1ccc(Nc2nc(C)cc(C)n2)cc1,23,0,-12,111,1.2,0.2,-15,83,2.7,15
